# TAG inh: inhibitors of triacylglycerol accumulation; AID 651582; 230,000 compounds, 0.66% hits; H9c2 cells, Nile Red lipid (TAG) fluorescence; cells loaded with 200 µM oleic acid; inhibition, % at 12.5 µM;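 active = pattern-corrected inhibition of lipid staining of at least 50% with the nuclear-stain viability signal not falling by more than 50%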;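 also: 0% = DMSO wells and 100% = triacsin C control wells; some results filed as inactive read as strong as hits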
# TAG inh DAPI viability: second read-out of TAG inh, no call of its own (marks repeat the call); DAPI nuclei signal change (viability), lower = more cytotoxic, %;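 whole-well DAPI fluorescence read on a plate reader as a viability signal; minus 50 percent equals half of cells still viable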
# An asterisk follows results filed as active; i = inactive; & = joins results of further samples. This is a subset; rates above refer to the full screens.
# Sample of the layout, 3 compounds:
# Each structure is followed by: TAG inh	TAG inh DAPI viability
CCC(C)c1ccccc1N1CC(C(=O)N2CCN(S(=O)(=O)c3cccc([N+](=O)[O-])c3)CC2)CC1=O (stereo not given)
  -10.0	0.7
COC(=O)C1=C(N)OC2=C(C(=O)CCC2)C1c1cccs1 (stereo not given)
  -14.4	-1.7
O=C(Cn1ccsc1=NC(=O)C(F)(F)F)c1ccccc1
  -3.3	9.6

# Main list, from the first entry:
# Each structure is followed by: TAG inh	TAG inh DAPI viability
CCC(C)c1ccccc1N1CC(C(=O)N2CCN(S(=O)(=O)c3cccc([N+](=O)[O-])c3)CC2)CC1=O (stereo not given)
  -10.0	0.7
COC(=O)C1=C(N)OC2=C(C(=O)CCC2)C1c1cccs1 (stereo not given)
  -14.4	-1.7
O=C(Cn1ccsc1=NC(=O)C(F)(F)F)c1ccccc1
  -3.3	9.6
CCC(C)NCCOCCOc1ccc(Cl)c(C)c1C (stereo not given)
  12.6	14.6
CCc1cccc(NS(=O)(=O)c2ccc3c(c2)CCC(=O)N3)c1
  -8.8	-8.2
CCc1nc2ccc(C(=O)NC3CCN(Cc4ccccc4)CC3)cn2c1N(C)Cc1ccc(N(C)C)cc1
  29.9	4.3
COc1ccc(/C=C/c2c([N+](=O)[O-])c(=O)n(C)c(=O)n2C)cc1
  0.6	4.6
COc1ccc(N(CC(=O)NCc2ccc3c(c2)OCO3)S(=O)(=O)c2ccc(O)c(C(=O)O)c2)cc1
  4.7	-0.9
Cc1cc[n+](C(C)C(=O)c2ccc(-c3ccccc3)cc2)cc1 (stereo not given)
  -15.0	7.9
Cc1ccccc1-c1nnc(SCCC(=O)N2CCOCC2)o1
  -3.0	5.2
O=C(Cc1ccccc1)NNS(=O)(=O)c1ccc(F)cc1
  33.6	-43.6
COc1ccc(NS(=O)(=O)c2ccc(NC(=O)c3ccccn3)cc2)cc1
  -83.4	10.8
CN1CCN(C(=O)C2=C[C@@H](c3coc4ccccc4c3=O)C[C@@H](OCCCCO)O2)CC1
  2.5	-11.6
COc1ccc(S(=O)(=O)N2CCN(C(=O)c3ccco3)CC2)c(C)c1C
  6.2	-14.5
Cc1cc(NC(=O)CSc2nnc(C3COc4ccccc4O3)n2C)no1 (stereo not given)
  -9.5	-9.7
O=C(c1ccncc1)N(c1ccc2oc3c(c2c1)CCCC3)S(=O)(=O)c1ccc(F)cc1
  1.5	-3.5
O=C(Nc1ccccc1)C1CC(O)CN1S(=O)(=O)c1ccc([N+](=O)[O-])cc1 (stereo not given)
  11.9	-2.1
Cc1cccc(NC(=S)NCC(C)CSc2ccc(Cl)cc2)c1 (stereo not given)
  -17.8	9.6
NC(=O)c1cc[n+](CC(=O)NC(=O)Nc2ccccc2)cc1
  -9.6	-0.1
COc1cc(Cn2c3ccc(NC(=O)NCCc4ccccc4)cc3c(=O)n2C)ccc1F
  -0.6	26.4

# In the list so far, 2 contain a furan ring, fused or not.
# Each structure is followed by: TAG inh	TAG inh DAPI viability
COc1ccc(S(=O)(=O)N2CCN(C(=O)c3ccco3)CC2)c(C)c1C
  6.2	-14.5
O=C(c1ccncc1)N(c1ccc2oc3c(c2c1)CCCC3)S(=O)(=O)c1ccc(F)cc1
  1.5	-3.5

# Next compounds
# Each structure is followed by: TAG inh	TAG inh DAPI viability
Cc1ccccc1C1(O)c2ccccc2-c2ccccc21
  -2.1	14.8
CC(C)C(=O)c1cn(CC(=O)NCC2CCCO2)c2ccccc12 (stereo not given)
  0.0	-11.3
O=S(=O)(c1ccc2nnn(O)c2c1)N1CCCCC1
  0.8	2.0
O=C1CN(CCN2CC(=O)N(Cc3ccccc3)C(=O)C2)CC(=O)N1Cc1ccccc1
  0.4	-1.7
Cc1cc(NC(=O)CSCC(=O)N2CCN(c3cccc(C)c3C)CC2)no1
  0.4	-0.8
Cc1cccc(N2C(=S)N=C(Nc3c(C)cccc3C)C23CCOC(C)(C)C3)c1 (stereo not given)
  -2.9	8.5
COc1cc(-c2cc(NC=O)c3ncc(-c4ccc(C(C)=O)cc4)n3c2)cc(OC)c1OC
  1.7	-5.8
COc1ccc(OC)c(NC(=S)NCc2ccco2)c1
  18.7	-4.6
Cc1cc(/C=N/Nc2nc(N3CCOCC3)nc(N3CCOCC3)n2)c(C)n1-c1ccccc1
  0.5	9.8
O=C(Nc1ccc(F)cc1F)c1cc2ccccc2oc1=O
  3.8	4.0
C#CC[N+](C)(C)C(C#Cc1ccccc1)CC=C (stereo not given)
  -5.4	10.1
Cc1ccccc1OCC(O)CN1CCN(c2ccccn2)CC1 (stereo not given)
  -0.7	-8.1
CCCCN(C(=O)Cc1ccc2c(c1)OCCO2)c1c(N)n(CCC)c(=O)[nH]c1=O
  -0.5	5.8
Nn1c(SCC(=O)Nc2ccccc2Oc2ccccc2)nnc1C1CC1
  8.8	10.2
O=C(NCC(c1ccc(F)cc1)N1CCOCC1)c1ccc(OCc2ccccc2)cc1 (stereo not given)
  -6.8	-0.7
CC(=O)Nc1ccc(S(=O)(=O)N2CCN(Cc3ccncc3)CC2)cc1
  -6.3	2.4
Cc1ccc(-n2nnnc2-c2cnc(N3CCCC3)nc2C(F)(F)F)cc1
  -27.1	7.3
Cc1cccc(NC(=O)N2CCCC2C(=O)Nc2ccccc2)c1 (stereo not given)
  -7.1	-1.6
N#C/C(=N\Nc1ccccc1F)C(=N)N1CCCCC1
  -15.2	10.2
O=C(CSc1ccc(-c2ccccn2)nn1)Nc1nccs1
  -2.0	9.4
O=c1cc[nH]c2c(C(F)(F)F)cccc12
  -10.0	-1.7
Oc1cccc(/C=N/Nc2nn3cnnc3c3ccccc23)c1
  1.8	-5.9
O=c1c2c3nc4ccccc4nc3n(CC3CCCO3)c2ncn1CCc1ccccc1 (stereo not given)
  3.2	7.4
O=S(=O)(/N=C(\c1ccccc1)N1CCOCC1)c1cccs1
  -12.3	3.9
Fc1ccc(NC(=S)NC2CC3CCC(C2)N3Cc2ccco2)cc1 (stereo not given)
  16.1	-0.8
CCCNC(=O)C1(CC2CC(c3ccccc3)=NO2)CCN(C(=O)CCCCCBr)CC1 (stereo not given)
  1.5	0.1
N#Cc1nc(-c2ccccc2Cl)oc1NCC1CCCO1 (stereo not given)
  -1.3	-4.1
COc1ccc(C2CC(c3ccc(Cl)cc3)=NN2c2ccc(S(N)(=O)=O)cc2)cc1 (stereo not given)
  0.2	i
O=c1c2ccccc2sc2ccc(C#CC3(O)CCCCC3)cc12
  -15.4	13.0
CC1=C(N2CCN(c3ncccn3)CC2)CCC1=O
  1.3	3.3
CCOC(=O)CN(C(=O)CSc1nnc2c(n1)[nH]c1ccccc12)c1ccccc1
  50.6*	-9.2*
CCN(CC)Cc1nc2nc(Cl)c(Cl)nc2[nH]1
  2.0	3.2
Cn1c(SCC(=O)NC2CCCC2)nnc1-c1ccncc1
  10.1	8.0
COC(=O)c1c(C)nc(C)c(C(=O)OC)c1-c1ccc(OC)cc1
  -10.4	2.2
O=C(O)CCN(CC(=O)c1ccc(Cl)cc1)S(=O)(=O)c1ccc([N+](=O)[O-])cc1
  2.8	-1.0
COc1ccccc1NC(=O)c1sc2nc(C)cc(C)c2c1N
  2.5	83.2
COc1ccc(C(=O)CCC(C)(C)[N+](=O)[O-])cc1
  9.6	-1.0
O=c1c2cc(NC(=S)NCCN3CCCCCC3)ccc2nc2n1CCCCC2
  15.2	-3.7
CCCCNC(=O)C1(C)CCN1Cc1cc(C)ccc1C (stereo not given)
  1.4	-1.2
CCOC(=O)C1CCN(C(=O)COc2ccc(Br)cc2)CC1
  -33.4	6.5
Cc1noc(C)c1NC(=O)N(C)C[C@H]1Oc2ccc(NC(=O)Nc3ccc(C(F)(F)F)cc3)cc2C(=O)N([C@H](C)CO)C[C@@H]1C
  -14.5	-5.2
CC(C)OC(=O)Nc1ccc2c(c1)N(C(=O)CCN1CCOCC1)c1ccccc1CC2
  13.3	-2.2
Cc1ccc(-c2noc(CCCC(=O)N3CCOCC3)n2)cc1
  -4.0	-9.1
O=C(CSc1ccc(-c2ccco2)nn1)NCc1ccc2c(c1)OCO2
  -3.3	0.7
COc1ccc(C(=O)NCc2nnc(SCC(=O)c3ccccc3)n2C)cc1
  8.3	-1.3
Cc1ccc(S(=O)(=O)N2CCC(=O)N(C(CO)C(C)C)CC2)cc1 (stereo not given)
  -7.0	-3.6
O=c1c(-c2ccc3c(c2)OCCO3)coc2cc(O)cc(O)c12
  -13.9	5.0
CC(C)(C)c1ccc(Oc2ccc(NC(=O)c3cccs3)cn2)cc1
  -6.4	8.6
CCN(CC)C(=O)c1c(NC(=O)c2ccccc2)sc(C)c1C
  3.2	-7.5
COc1ccc(NC(=O)/C(C#N)=C\c2cc(C)n(-c3ccc4c(c3)OCO4)c2C)cc1
  2.9	-13.0

# Seven compounds drawn at random from the list so far:
# Each structure is followed by: TAG inh	TAG inh DAPI viability
Cc1ccc(-c2noc(CCCC(=O)N3CCOCC3)n2)cc1
  -4.0	-9.1
O=C(CSc1ccc(-c2ccco2)nn1)NCc1ccc2c(c1)OCO2
  -3.3	0.7
CC(C)(C)c1ccc(Oc2ccc(NC(=O)c3cccs3)cn2)cc1
  -6.4	8.6
COc1ccc(NC(=O)/C(C#N)=C\c2cc(C)n(-c3ccc4c(c3)OCO4)c2C)cc1
  2.9	-13.0
COc1ccc(C(=O)NCc2nnc(SCC(=O)c3ccccc3)n2C)cc1
  8.3	-1.3
CC(C)OC(=O)Nc1ccc2c(c1)N(C(=O)CCN1CCOCC1)c1ccccc1CC2
  13.3	-2.2
Cc1noc(C)c1NC(=O)N(C)C[C@H]1Oc2ccc(NC(=O)Nc3ccc(C(F)(F)F)cc3)cc2C(=O)N([C@H](C)CO)C[C@@H]1C
  -14.5	-5.2

# Remaining list, next part:
# Each structure is followed by: TAG inh	TAG inh DAPI viability
Cc1ccc(NC(=S)N2CCN(S(C)(=O)=O)CC2)cc1C
  12.0	2.5
Cc1ccc(C2=NC(=O)/C(=C/c3cc(O)c(O)c(Br)c3)S2)cc1
  -7.7	2.2
CC(C)CCN(C(=O)Nc1ccc(Cl)cc1)C1CCN(C(C)C)CC1
  -2.7	6.0
COc1ccc(O)c(CN2CCC(n3nccc3NC(=O)C3CCCC3)CC2)c1
  -6.5	9.8
CCCCC12CN3CC(C)(CN(C1)C3c1ccc([N+](=O)[O-])o1)C2=O (stereo not given)
  -5.1	11.2
O=C(Nc1ccc2c(c1)OCO2)N1CCN(C(=O)C2CCCO2)CC1 (stereo not given)
  18.2	-16.9
O=[N+]([O-])c1ccc(N2CCN(c3ccc(O)cc3)CC2)c(Cl)c1
  -33.3	-6.8
O=C(OCc1nc2ccsc2c(=O)[nH]1)c1ccc(Cl)s1
  -10.4	3.9
COc1cc(C(=O)N2CCC(O)(c3ccccc3)CC2)cc(OC)c1OC
  5.0	0.4
CN1CC(=O)N=C1N
  -2.8&-0.3	-3.2&2.9
CCCCN(C(=O)CSCC(=O)Nc1ccc(C)cc1)c1c(N)n(Cc2ccccc2)c(=O)[nH]c1=O
  14.0	-1.3
Cc1ccc(S(=O)(=O)N2CCN(C(C)C(=O)N3CCCc4ccccc43)CC2)cc1 (stereo not given)
  -1.7	-3.2
Cc1ccc(C2/C=C\CC(NC(=O)OCC3c4ccccc4-c4ccccc43)CC(=O)N2Cc2ccccc2)cc1 (stereo not given)
  18.0	2.3
COc1ccccc1CNC(=O)COn1nnc2ccc(S(=O)(=O)N3CCOCC3)cc21
  2.9	-8.1
CC(=O)OCCc1c(C)nc2nc[nH]n2c1=O
  1.6	-5.1
c1ccc2oc(-c3ccc(Nc4nc(N5CCOCC5)nc(N5CCOCC5)n4)cc3)nc2c1
  10.6	12.2
CN(Cc1ccc(CNC[C@H]2O[C@@H](n3cnc4c(N)ncnc43)[C@H](O)[C@@H]2O)o1)S(C)(=O)=O
  3.7	2.2
COc1ccccc1N(CC(=O)NCC1CCCO1)C(=O)CNS(=O)(=O)c1ccccc1 (stereo not given)
  -18.5	8.5
CNC(=O)C[C@@H]1C(=O)N(Cc2ccccc2)CC1(C)C
  -0.9	6.7
N#CC1=C(C2CC2)CC(c2ccccc2)C(C#N)=C1N (stereo not given)
  8.0	-3.8
CCc1ccc(-c2nc(CN3CCC(C(=O)N4CCN(c5ccccc5)CC4)CC3)c(C)o2)cc1
  8.0	-0.3
O=C(NCc1ccc2c(c1)OCO2)C(=O)NCC1OCCCN1S(=O)(=O)c1cc(F)ccc1F (stereo not given)
  20.9	0.5
O=C(CN1CCCc2ccccc21)NCc1ccc2c(c1)OCO2
  -14.1	2.7
Cc1ccc(O)c(N/C=C/C(=O)c2ccc(F)cc2)c1
  21.1	-23.0

# 6 entries already listed, sorted by length of the SMILES, ascending.
# Each structure is followed by: TAG inh	TAG inh DAPI viability
COC(=O)C1=C(N)OC2=C(C(=O)CCC2)C1c1cccs1 (stereo not given)
  -14.4	-1.7
Cc1ccc(S(=O)(=O)N2CCC(=O)N(C(CO)C(C)C)CC2)cc1 (stereo not given)
  -7.0	-3.6
Cc1cc(NC(=O)CSCC(=O)N2CCN(c3cccc(C)c3C)CC2)no1
  0.4	-0.8
O=C(NCC(c1ccc(F)cc1)N1CCOCC1)c1ccc(OCc2ccccc2)cc1 (stereo not given)
  -6.8	-0.7
COc1cc(Cn2c3ccc(NC(=O)NCCc4ccccc4)cc3c(=O)n2C)ccc1F
  -0.6	26.4
O=C(NCc1ccc2c(c1)OCO2)C(=O)NCC1OCCCN1S(=O)(=O)c1cc(F)ccc1F (stereo not given)
  20.9	0.5

# Bioassay records from PubChem.
